ERp5 inh – blocks human ERp5 reductase activity on insulin; Q15084; inhibition, % at 9.99 µM; 0.05% of 350,000 active; ERp5 insulin aggregation, absorbance 650 nm, 90 min; AID 651711;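 active means mean replicate inhibition above about 25%, with every replicate also reaching it, limit read from the data, passing the limit was not always enough; inconclusive means only one of those two criteria met; inactive means neither criterion met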
Target sequence (Q15084 whole entry, looked up): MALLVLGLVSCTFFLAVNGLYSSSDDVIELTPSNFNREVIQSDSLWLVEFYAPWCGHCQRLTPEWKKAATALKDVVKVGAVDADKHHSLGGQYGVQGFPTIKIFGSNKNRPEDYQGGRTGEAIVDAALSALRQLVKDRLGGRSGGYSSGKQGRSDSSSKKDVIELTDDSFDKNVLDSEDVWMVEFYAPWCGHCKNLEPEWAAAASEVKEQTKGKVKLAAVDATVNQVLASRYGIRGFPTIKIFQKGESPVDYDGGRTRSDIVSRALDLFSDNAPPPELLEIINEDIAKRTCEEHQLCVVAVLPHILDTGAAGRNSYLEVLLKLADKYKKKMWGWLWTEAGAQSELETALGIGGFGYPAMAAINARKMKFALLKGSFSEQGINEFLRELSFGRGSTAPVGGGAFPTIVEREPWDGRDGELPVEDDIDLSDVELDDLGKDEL
E-sel inducer – E-selectin induction on HUVECs. P16581. HUVEC E-selectin immunofluorescence imaging; normalized: neutral wells 0, TNF-alpha wells 100. activation, % at 7.58 µM. 0.37% of 260,000 active;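 active means mean E-selectin-positive cell signal at least 10% of the positive control, reached in at least 60% of replicates, without over 20% cell loss; inconclusive means no rule given, readout overlaps actives, possibly toxicity-flagged; inactive means the rest, including those meeting only one limit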;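 further: in these data hits start at about 27%; measured in HUVEC primary endothelial cells; signal is the percent of cells scored E-selectin positive by PE staining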
Target sequence (P16581 whole entry, looked up): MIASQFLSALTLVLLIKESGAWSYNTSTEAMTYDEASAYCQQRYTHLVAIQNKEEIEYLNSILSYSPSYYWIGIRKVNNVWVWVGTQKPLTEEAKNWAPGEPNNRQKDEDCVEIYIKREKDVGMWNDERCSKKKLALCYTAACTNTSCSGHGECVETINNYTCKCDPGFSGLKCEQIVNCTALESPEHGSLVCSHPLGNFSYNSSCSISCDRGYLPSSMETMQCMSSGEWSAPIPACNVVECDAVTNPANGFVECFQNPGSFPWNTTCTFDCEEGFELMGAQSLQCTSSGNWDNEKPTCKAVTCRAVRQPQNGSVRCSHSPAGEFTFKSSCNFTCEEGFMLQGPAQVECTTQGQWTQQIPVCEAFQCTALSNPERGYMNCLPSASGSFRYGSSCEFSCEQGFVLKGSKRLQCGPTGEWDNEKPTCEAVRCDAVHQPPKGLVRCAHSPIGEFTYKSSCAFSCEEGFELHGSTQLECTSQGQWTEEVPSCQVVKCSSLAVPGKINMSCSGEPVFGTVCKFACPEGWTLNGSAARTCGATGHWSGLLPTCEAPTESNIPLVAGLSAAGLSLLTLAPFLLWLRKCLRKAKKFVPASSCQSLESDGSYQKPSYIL
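material = human umbilical vein endothelial cells (HUVEC), E-selectin induction | quantity = 3,000 cells/well | medium = EGM-2 growth medium on 0.1% gelatin-coated wells | technique = immunofluorescence imaging | read-out basis = % PE-positive cells | control set = TNF-alpha positive control, DMSO neutral control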
S100A4 MyoIIA – S100A4-myosin IIA interaction inhibition; S100A4/TAMRA-MyoIIA peptide fluorescence polarization; P26447; inhibition, % at 10.7 µM; 0.14% of 360,000 active; AID 652163;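 active means mean inhibition of at least 70% across replicates, with every replicate also reaching that level; inconclusive means mean inhibition reaches 70% but some replicates fall short; inactive means mean inhibition below 70%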
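Test system: S100A4 monomer protein; Medium: HEPES pH 7.2 with CaCl2, KCl, NaCl, DTT, Triton; Probe or stimulus: TAMRA-labelled myosin IIA heavy-chain peptide probe, 5 nM; Doses: one dose per compound; Times: polarization read 5 min after assay mix addition, stable 5–60 min; Benchmarks: neutral control DMSO, positive control TFP.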
PglD DTNB – blocks C. jejuni PglD acetyltransferase activity; inhibition, % at 12.5 µM; AID 602405; purified PglD enzyme, DTNB colorimetric CoA detection; 0.098% of 360,000 active; in the data active means inhibition above about 16%, passing the limit was not always enough; inconclusive means no clear call, values can overlap the other calls; further: strong numbers were not always called active
C2C12 statin – protects C2C12 myotubes from simvastatin toxicity; ATP luminescence, 48 h; scaled: DMSO 0, geranylgeraniol control 100; rescue of ATP level, % at 7.49 µM; 0.78% of 330,000 active; AID 602340;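 active means mean ATP rescue above about 67%, or every replicate alone reaching that limit, limit read from the data, passing the limit was not always enough; inconclusive means no clear call, values can overlap the other calls; inactive means mean under the limit and some replicate under it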;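 further: myotubes were challenged with 10 µM simvastatin during compound exposure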
DENV2 CPE rescue – inhibitors of DENV2 cytopathic effect; CPE inhibition, % at 9.99 µM; 1.7% of 350,000 active; AID 651640; DENV2-infected cells, cytopathic effect rescue, plate reader; in the data active means CPE inhibition above about 20%, passing the limit was not always enough; inconclusive means no clear call, values can overlap the other calls; tested in BHK-21 cells;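 further: 0% = median of neutral control wells and 100% = median of positive control wells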
SIRT5 block – blocks human SIRT5 desuccinylation of peptide; Q9NXA8; inhibition, % at 15 µM; 1.1% of 330,000 active; Purified SirT5, succinyl-peptide AMC, trypsin-coupled fluorescence; in the data active means inhibition above about 15%; inconclusive means no clear call, values can overlap the other calls
* marks the source's active call; other numbers are inactive results; ? = inconclusive; nt = not tested or not shown; & = joins results of further samples. Some of the compounds tested, so the mix of outcomes need not match the whole.

Start of the data: the first 2 entries (preview)
SMILES	ERp5 inh	E-sel inducer	S100A4 MyoIIA	PglD DTNB	C2C12 statin	DENV2 CPE rescue	SIRT5 block
C[C@H](CO)N1C[C@H](C)[C@H](CN(C)Cc2ccc(Cl)c(Cl)c2)Oc2c(NS(=O)(=O)c3cn(C)cn3)cccc2C1=O	2	38*	2	0	39	4	1
Cc1ccc2c(Cl)cc(Cl)c(OCC(=O)N(C(C)C)C(C)C)c2n1	1	nt	2	nt	nt	-4	nt

The listing, repeating the preview:
SMILES	ERp5 inh	E-sel inducer	S100A4 MyoIIA	PglD DTNB	C2C12 statin	DENV2 CPE rescue	SIRT5 block
C[C@H](CO)N1C[C@H](C)[C@H](CN(C)Cc2ccc(Cl)c(Cl)c2)Oc2c(NS(=O)(=O)c3cn(C)cn3)cccc2C1=O	2	38*	2	0	39	4	1
Cc1ccc2c(Cl)cc(Cl)c(OCC(=O)N(C(C)C)C(C)C)c2n1	1	nt	2	nt	nt	-4	nt
COC(=O)[C@@]12C[C@@H](CC(=O)N3CCCC3)C(=O)N(Cc3ccccc3)C1=CCC(C)(C)C2	2	1.0	3	nt	nt	8	2
CCn1c2ccccc2c2cc(NC(=O)c3ccco3)ccc21	-10	nt	-12	2	-54	-7	0
C[C@H]1CN([C@@H](C)CO)C(=O)CCCn2nncc2CO[C@@H]1CN(C)Cc1ccc(C(=O)O)cc1	2	-0.3&-0.1	-2	-4	9	-2	nt
COc1ccc(NC(=O)Nc2ccc3c(c2)C(=O)N([C@H](C)CO)C[C@@H](C)[C@H](CN(C)Cc2ccc(Cl)c(Cl)c2)OCCCC[C@@H](C)O3)cc1	4	1.3	-6	1	nt	-28	9
Cc1cc(C)n(Cc2ccccc2F)c(=O)c1C#N	-4	-1.1	1	-7	3	11	0
CN1C(=O)c2cc(NC(=O)C3CC3)ccc2OC[C@@H]2O[C@H](CC(=O)NCC3CCCCC3)CC[C@H]21	-14	-0.2	-8	2	-16	5	-2
O=C(/C(=N/O)n1cncn1)c1ccccc1Cl	2	0.0	-2	-7	nt	1	1
O=C(O)CC1(CC(=O)NCc2ccccn2)CCCCC1	7	0.0	-1	-3	2	7	8
O=C(O)CCn1ccc2cc(S(=O)(=O)N3CCCCCC3)ccc21	-5	nt	0	1	10	5	2
CCSc1nnc(NC(=O)C2CSC3(C)CCC(=O)N23)s1 (configuration not stated)	-14	nt	3	2	-5	4	1
Cc1ccc(-c2nn(Cc3ccccc3)cc2C(=O)N2CCN(c3ccccn3)CC2)cc1	3	-0.2	-2	-1	0	nt	-2
COCCN=c1scc(-c2ccccc2)n1/N=C/c1c[nH]c2ccccc12	7	nt	-5	nt	nt	6	nt
C[C@H](CO)N1C[C@H](C)[C@H](CN(C)Cc2ccc3c(c2)OCO3)Oc2c(NC(=O)Nc3ccc(F)cc3)cccc2C1=O	-4	-0.1	4	-3	43	-8	1
CCN(CC)CC(=O)c1c(N)n(Cc2ccccc2)c(=O)n(C)c1=O	12	nt	-5	nt	nt	-4	-1
CC(C)[C@H](NC(=O)c1cccc(S(=O)(=O)N2CCOCC2)c1)C(=O)NCc1ccc(F)cc1	5	-0.2	-6	4	2	-1	-2
C[C@@H]1CCCCO[C@H](CN(C)C(=O)Nc2ccccc2)[C@@H](C)CN([C@H](C)CO)C(=O)c2cc(N(C)C)ccc2O1	5	-0.3	-1	2	22	4	0
CO[C@H]1CN(C)C(=O)c2ccc(NC(=O)Nc3ccccc3)cc2OC[C@H](C)N(C(=O)Nc2c(C)noc2C)C[C@H]1C	2	0.1	-3	2	4	-12	-3
COc1ccc(OC)c(C2=NOC(C(=O)N3CCN(c4ccccc4)CC3)C2)c1 (configuration not stated)	0	nt	-2	-1	-3	0	-3
COCC(=O)N(C)C[C@@H]1Oc2ncc(C#Cc3cccnc3)cc2C(=O)N([C@H](C)CO)C[C@H]1C	-5	-0.1	46	-1	-3	-1	6
COC(=O)[C@@H]1C[C@H]2CC[C@H](O)C[C@H]2N1Cc1ccccc1OC(=O)c1cccs1	3	0.2	4	-1	-2	0	nt
O=C(NCC1CC1)NC(=O)c1ccccc1F	-5	-0.2	-24	nt	nt	?	nt
COc1ccc2c3c(n(C)c2c1)[C@@H](CO)N(C)CC31CN(C(=O)c2ccc3c(c2)OCO3)C1	-2	0.1	-4	nt	nt	-1	-1
CN(CC(=O)Nc1sccc1C#N)S(=O)(=O)c1ccc(F)cc1	-4	0.7	-5	-1	-9	?	-1
CO[C@H]1CN(C)C(=O)c2ccc(NC(=O)Nc3ccccc3)cc2OC[C@H](C)N(C(=O)CC2CC2)C[C@H]1C	0	-0.2	2	4	2	18	5
O=C(O)/C=C(/c1ccccc1)C(F)(F)F	-1	nt	0	-6	4	12	-3
COc1ccc(CCNC(=O)CSc2c[nH]c3ccccc23)cc1OC	-8	nt	-4	-4	12	-8	0
O=C(N[C@H](C(=O)N1CCC[C@H]1C(=O)NC1CCCC1)C1CCCCC1)C1CC1	4	-0.4	-20	nt	nt	0	-3
C[C@@H]1CN([C@@H](C)CO)C(=O)Cc2cc(NC(=O)Nc3ccccc3)ccc2O[C@H]1CN(C)S(=O)(=O)c1ccc(Cl)cc1	2	0.1	-5	3	55	6	6
COC(=O)c1ccc(NC(=O)CSc2nnc(-c3ccccc3Br)n2-c2ccccc2)cc1	2	3.5	9	nt	nt	5	-2
COc1cccc(-c2nc(CS(=O)(=O)CC(=O)NCCc3ccccc3)c(C)o2)c1	-1	nt	0	-2	16	-4	-3
C[C@@H]1CN([C@H](C)CO)C(=O)c2cc(NC(=O)Nc3ccccc3)ccc2O[C@H]1CN(C)Cc1ccc2c(c1)OCO2	3	0.8	1	-2	-12	13	-1
COc1cc(C(C(=O)NC2CCCCC2)N(C(=O)c2cnccn2)c2ccccc2)cc(OC)c1OC (configuration not stated)	-1	-0.3	-27	-3	14	2	0
COc1ccc(NC(=O)N(C)C[C@H]2OCCCC[C@@H](C)Oc3ccc(NS(=O)(=O)c4cccs4)cc3C(=O)N([C@H](C)CO)C[C@@H]2C)cc1	-5	0.0	-4	1	nt	15	6
N#C/C(=C/c1ccco1)C(N)=S	-1	-0.2	-15	nt	nt	4	2
CCCNC(=O)C[C@@H]1CC[C@H]2[C@H](COc3ccc(NC(=O)c4cccc(OC)c4)cc3C(=O)N2C)O1	5	0.3	-12	3	-32	-3	-18
N#CCC(=O)Nc1ccc(C(=O)OCc2ccccc2Oc2ccccc2)cc1	4	1.0	-2	3	-3	3	1
C/C(=N\Nc1ccc(C(=O)O)cc1)c1ccc2c(c1)Nc1ccccc1S2	-1	nt	-7	-2	-15	-3	24*
COc1cccc(-c2ccc(C3[C@@H]4CN(C(=O)Cc5ccccc5)C[C@H]3N4)cc2)c1 (some centres not stated)	nt	0.1	32	nt	nt	-3	nt
CC(SC(=S)N1CCCC1)C(=O)O (configuration not stated)	8	nt	-5	nt	nt	0	20*
Cc1ccc(/C=C/C(=O)NN2CCN(C)CC2)cc1	-1	-0.1	1	2	nt	19	-1
Cc1ccc(Cl)cc1N1CCN(C(=O)C2CCN(S(C)(=O)=O)CC2)CC1	-6	nt	-22	8	11	-5	1
CC1CC(C)CN(S(=O)(=O)c2ccc3c(c2)CC(C)N3C(=O)C2CCC2)C1 (configuration not stated)	1	nt	-2	3	0	-2	-1
COCCn1c(SCC(=O)NCc2ccc3c(c2)OCO3)nnc1C(C)C	-3	nt	6	-1	-7	-10	1
O=C(CC1Nc2ccccc2NC1=O)NC1CCCCC1 (configuration not stated)	1	nt	-8	6	4	nt	2
Cc1ccc(C)c(NC(=O)C(=O)NCCc2c[nH]c3ccccc23)c1	-1	0.0	-5	1	23	-1	0
O=C(NCCc1ccc(Cl)cc1)C(=O)c1c[nH]c2ccccc12	6	nt	-2	nt	nt	-3	-1
CCCCN(CC)S(=O)(=O)c1ccc2c(c1)n(C)c(=O)c(=O)n2C	-3	-0.1	1	2	-5	2	-3
O=C(C[C@@H]1CC[C@@H]2[C@H](COC[C@@H](O)CN2C(=O)c2ccccc2F)O1)NCc1ccc(F)cc1	7	0.0	-21	4	0	-9	2
CCC(=O)Nc1ccc2c(c1)C(=O)N(C)C[C@@H](OC)[C@@H](C)CN(Cc1ccccc1F)[C@@H](C)CO2	-1	0.0	40	-1	14	5	5
COCC(=O)N1CC2(C1)CN(Cc1cc(F)ccc1F)[C@H](CO)c1[nH]c3cc(OC)ccc3c12	-7	-0.1	17	nt	nt	-5	2
COc1cccc(C(=O)COc2ccccc2-c2ccccc2)c1	6	2.1	-5	4	nt	11	-3
COC(=O)c1cn(-c2nc(C)c3c(n2)CCC3)nn1	-1	-3.7	-4	1	-5	5	-1
COc1cc(NC(=O)CN2C(=O)c3ccccc3Sc3ccc(C(=O)N4CCOCC4)cc32)cc(OC)c1OC	-1	-0.7	0	-2	23	1	6
Cc1cc(C)cc(NC(=O)CSc2nc3nc(C)cc(C)c3c(=O)[nH]2)c1	5	0.2	10	0	-29	0	0
Cc1ccc(N(CC(=O)NC2CCCCC2)C(=O)CNC(=O)c2ccco2)cc1F	2	nt	0	-2	-11	-7	-1
CN1/C(=C\C(=O)COC(=O)c2ccccc2O)C(C)(C)c2ccccc21	4	0.2	-9	-7	nt	-1	5
CC1CCCCC12NC(=O)N(CC(=O)OCC(=O)NCc1ccc(F)cc1)C2=O (configuration not stated)	1	nt	-5	1	9	?	-1
COCC#Cc1cnc2c(c1)C(=O)N([C@H](C)CO)C[C@@H](C)[C@@H](CN(C)C(=O)Cc1ccccc1)O2	-4	0.2	5	-1	-5	-2	-3
(listing goes on)
SMILES	ERp5 inh	E-sel inducer	S100A4 MyoIIA	PglD DTNB	C2C12 statin	DENV2 CPE rescue	SIRT5 block
Cc1ccnc(NC(=O)c2cccc(S(=O)(=O)N3CCCC3)c2)c1	8	nt	-6	0	-2	-10	-7
O=C(CCNC(=O)c1ccc([N+](=O)[O-])cc1)Nc1cccc(S(=O)(=O)N2CCCCCC2)c1	-24	-0.3	0	3	-1	-3	12
O=C(Nc1cc(-c2ccccc2)nn1C1CCCCC1)c1ccc(Cl)cc1	-2	0.0	-1	-1	8	-6	-2
O=C(c1ccc(F)cc1)N1CCCN(c2nc(-c3ccccc3)ns2)CC1	-5	0.5	0	-3	nt	-1	-4
C[C@@H]1CCCCO[C@H](CN(C)C(=O)Nc2cccc3ccccc23)[C@@H](C)CN([C@@H](C)CO)C(=O)c2cc(NC(=O)Nc3ccc(C(F)(F)F)cc3)ccc2O1	6	-0.1	7	1	12	nt	3
Cc1cc(C)n2nc(C)c(-c3ccc(Cl)cc3)c2n1	5	nt	3	-7	-31	2	-4
CC(C)c1nnc(NC(=O)CCC(=O)N2CCN(c3ccc(Cl)cc3)CC2)s1	-6	nt	-5	4	9	-1	-6
CCOC(=O)[C@]12CCCC=C1N(CCC1=CCCCC1)C(=O)[C@H](CC(=O)NCC1CCCCC1)C2	2	-0.1	-7	nt	nt	-14	nt
CCOC(CCNC(=O)c1cn(CCOC)c(=O)c2c1c1ccccc1n2C)OCC	2	-0.1	-2	-5	-4	?	-6
O=C(c1ccc(F)cc1)N1CC(=O)N2[C@H](CO)[C@H](c3ccc(C#CC4CC4)cc3)[C@H]2C1	4	1.0	-13	nt	nt	7	-14
CC(C)CN(Cc1cc(=O)oc2cc3c(cc12)CCCC3)CC(C)C	1	4.7	-5	-3	-1	0	1
O=C(O)Cc1sc(-c2ccccc2)nc1-c1cccs1	4	12	-11	nt	nt	-8	nt
C[C@@H](NC(=O)C[C@@H]1CC[C@@H](NC(=O)C2CCOCC2)[C@@H](CO)O1)c1ccccc1	-1	-0.3	1	-2	-5	11	-2
O=C(CSc1ncccc1-c1nc2ccccc2[nH]1)NCc1ccco1	1	nt	-5	-3	nt	-4	-2
CNc1nc(-c2ccc3c(c2)CCN3C(=O)c2ccccc2C)cs1	7	1.7	-7	nt	nt	1	5
